CD40 NFkB inh = CD40 pathway inhibition in BL2 cells. BL2 NF-kB luciferase reporter, CD40L-induced, 4 h. 0.94% of 83,000 active. inhibition, % at 10 µM. AID 1053188;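 active = mean inhibition of at least 50% with a set share of replicates also reaching that level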;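 also: 0% = neutral control wells and 100% = IKK inhibitor VII at 50 µM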
Numbers without * were called inactive; & = joins results of further samples; [ ] = another dose, or the depositor's remark. Some of the compounds tested. The share of hits here may be higher or lower than overall.

SMILES | CD40 NFkB inh
C[C@H](CO)N1C[C@H](C)[C@H](CN(C)S(=O)(=O)c2ccc(F)cc2)Oc2ncc(C#Cc3ccc(C(F)(F)F)cc3)cc2C1=O | 17.5[25 µM]
CC(CCCC(C)(C)O)NC(=O)c1ccc(OC2CCN(C(=O)C3CC3)CC2)cc1 (stereo not drawn) | 3.4
Cc1nc2ccc(S(=O)(=O)NC(C(=O)NCc3cccs3)C(C)C)cc2s1 (stereo not drawn) | 9.4
CCOC(=O)N1CCN(S(=O)(=O)/C=C/c2ccccc2)CC1 | 5.8
CC(=O)Nc1ccc2c(c1)nc(CCN1CCOCC1)n2C | 7.9
O=C(NCc1ccncc1)c1nnc(Cc2c(F)cccc2Cl)o1 | 8.0
CN(CC(=O)Nc1ccccc1C(=O)NC1CC1)Cc1ccccc1F | -7.7
CCN1[C@H](C(=O)N(C)C)[C@@H](CO)[C@@H]2Cn3c(ccc(C4=CCCCC4)c3=O)[C@@H]21 | -12.6[25 µM]
CN(CC(=O)Nc1cccc(F)c1)C(=O)CSc1nc2ccccc2s1 | -5.0
O=C(c1cccs1)n1nc(-c2ccccc2)nc1NCc1ccco1 | 4.9
O=C(NCC(=O)N1CCN(c2ccccc2O)CC1)c1ccc2c(c1)OCO2 | 1.5
CC(=O)c1cccc(OCC(=O)N2CCCc3ccccc32)c1 | -21.3
C/C(=N\NC(=O)c1nnn(-c2nonc2N)c1-c1ccccc1)c1cccnc1 | 13.1
c1ccc2c(c1)nc(Nc1ccc3c(c1)OCO3)c1nnnn12 | -87.9
N#C[C@H]1[C@@H](c2ccc(-c3cccc(F)c3)cc2)[C@@H](CO)N1c1nc(-c2ccccc2)cs1 | 1.0[25 µM]
Cc1ccc(NC(=O)CN2C(=O)NC(C)(c3ccc4c(c3)OCO4)C2=O)cc1 (stereo not drawn) | 2.5
CCOC(=O)CN(c1cccc(C(C)=O)c1)S(C)(=O)=O | 11.8
CCSc1nnc(N)s1 | 3.0
Cc1ccc(S(=O)(=O)Nc2ccc3c(c2)CC(=O)N([C@@H](C)CO)C[C@H](C)[C@@H](CN(C)S(=O)(=O)c2ccccc2)O3)cc1 | 2.0[25 µM]
OC[C@@H]1[C@@H](c2ccccc2)C2(CN(CCC(F)(F)F)C2)N1Cc1nccs1 | -9.8[25 µM]
N#Cc1cccc(-c2ccc3c(c2)[C@@H]2[C@@H](CCN2S(=O)(=O)c2ccc(F)cc2)[C@@H](CO)N3)c1 | 28.3[25 µM]
N#CCOC(=O)c1c2c(nc3ccccc13)CCC2 | 4.1
CCCCN1C(=O)CC(Sc2ncccc2C(=O)O)C1=O (stereo not drawn) | 16.8
C/C=C/c1ccc(C2[C@H]3CNC[C@@H]2N3S(=O)(=O)c2cn(C)cn2)cc1 (stereo partly drawn) | -5.6&0.7
CC(=O)Nc1ccc(S(=O)(=O)NCC(=O)OCC(=O)N2CC(C)OC(C)C2)cc1 (stereo not drawn) | 0.9
COc1ccc(-c2csc(NC(=O)C3CCN(c4ncnc5sc(C)c(C)c45)CC3)n2)cc1OC | 16.7
Cc1ccc(S(=O)(=O)NC(=O)Nc2ccccc2)cc1 | 12.9
Cc1onc(-c2c(F)cccc2Cl)c1C(=O)OCC(=O)N(C)c1ccccc1 | 8.3
COc1cccc(-c2ccc3c(c2)O[C@H](CN(C)Cc2cccnc2)[C@@H](C)CN([C@H](C)CO)S3(=O)=O)c1 | -7.7[25 µM]
COc1ccc(C(=O)Nc2ccc(C)cn2)cc1S(=O)(=O)N1CCCc2ccccc21 | 8.2
c1ccc(CN=C2NN=C(c3cc4ccccc4o3)CS2)cc1 | -12.4
CCOC(=O)C1=C(COC(=O)CNC(=O)c2cccc(C)c2)NC(=O)NC1C (stereo not drawn) | 4.8
CCCCn1c(N)c(N(CCOC)C(=O)CSc2nnc(-c3ccc(C(C)(C)C)cc3)n2N)c(=O)[nH]c1=O | 3.9
c1ccc(OCc2nn3c(Cn4nnc5ccccc54)nnc3s2)cc1 | -11.4
CC(NC(=O)Cc1ccc(S(=O)(=O)N2CCCCC2)cc1)c1ccccc1 (stereo not drawn) | 9.4
O=c1c(Cc2ccc(Cl)cc2)c(O)ccn1Cc1ccncc1 | -1.9
CC(OC(=O)c1cc(S(=O)(=O)N2CCOCC2)ccc1F)C(=O)NCc1ccc2c(c1)OCO2 (stereo not drawn) | -4.2
Cc1nc(Cc2ccc(OC(C)C)cc2)[nH]c(=O)c1CC(=O)O | 3.4
Cc1ccccc1-n1cc(CNC(=O)CCc2nnc(CCc3ccccc3)o2)cn1 | -11.3
CCC(=O)N1CC2(C1)[C@@H](c1ccc(-c3ccc(F)cc3)cc1)[C@H](CO)N2C(C)=O | -11.2[25 µM]
C/C(Cl)=C\Cn1c(O)c(N=NC(N)=S)c2cc(Br)ccc21 | -23.5
CCn1nnc2cc(C(=O)N3CCC(C(=O)OC)CC3)ccc21 | 1.9
COc1cc(CN2CCNC(=O)C2CC(=O)N2CCc3ccccc3C2)cc(OC)c1 (stereo not drawn) | -1.9
O=C1Cn2c(nc3ccccc32)-c2ccccc2N1 | -9.8
O=S(=O)(Cc1ccc(Cl)cc1)Nc1ccc2c(c1)OCO2 | -20.0
CN1CCC(N(C)S(=O)(=O)c2ccc(NC(=O)COc3ccc(F)cc3)cc2)CC1 | 6.8
COc1ccc2oc(C(=O)N(Cc3ccco3)Cc3cccs3)c(C)c2c1 | 11.7
CCc1cnc(N2[C@H](C#N)[C@H](c3ccc(C#CC(C)C)cc3)[C@H]2CO)s1 | 4.5[25 µM]

Grouped by structure, the compounds so far containing a cyano group (4)
SMILES | CD40 NFkB inh
N#C[C@H]1[C@@H](c2ccc(-c3cccc(F)c3)cc2)[C@@H](CO)N1c1nc(-c2ccccc2)cs1 | 1.0[25 µM]
N#Cc1cccc(-c2ccc3c(c2)[C@@H]2[C@@H](CCN2S(=O)(=O)c2ccc(F)cc2)[C@@H](CO)N3)c1 | 28.3[25 µM]
N#CCOC(=O)c1c2c(nc3ccccc13)CCC2 | 4.1
CCc1cnc(N2[C@H](C#N)[C@H](c3ccc(C#CC(C)C)cc3)[C@H]2CO)s1 | 4.5[25 µM]

Later entries
SMILES | CD40 NFkB inh
COc1cccc2cc(/C(C)=N/NC(=O)c3ccco3)oc12 | -16.1
Cc1ccc(/C=N/N=C2\SCC(=O)N2CC2CC2)cc1 | -3.0
Cc1ccccc1-c1coc2cc(O)ccc2c1=O | -15.5
CCS(=O)(=O)N1CCCCN2[C@H](CO)[C@H](c3ccc(-c4ccc(C#N)cc4)cc3)[C@H]2C1 | -0.3[25 µM]
O=C(N/N=C/C1C(c2ccccc2)C1(Cl)Cl)c1cccc(Br)c1 (stereo not drawn) | -11.4
OCCC1CN(Cc2ccc3c(c2)CCO3)CCN1Cc1ccc(F)cc1 (stereo not drawn) | 4.6
O=C(NCC1CC1)c1ccc(Oc2cc(Cl)cc(Cl)c2)o1 | 1.8
Cc1ccc(S(=O)(=O)N2CCCC2CNC(=O)C(=O)NCc2ccccn2)cc1 (stereo not drawn) | -11.5
Cc1ccccc1Cn1ccc(NC(=O)c2nc3ncccn3n2)n1 | -27.0
Cc1ccc(S(=O)(=O)N2CCCCC2)cc1NC(=O)CNc1ccc(C(F)(F)F)cc1 | 5.5
Cc1nn(CCN)c(C)c1Cl | 6.2
COc1cc(/C=N/NC(=O)c2cc(C)oc2C)cc(OC)c1OC | 0.8
COC(=O)[C@H]1[C@H](CO)[C@H]2Cn3c(ccc(C4=CCCC4)c3=O)[C@H]2N1C(=O)C1CCCC1 | 0.4
Cc1ccc(NS(=O)(=O)c2ccc(C(=O)NCc3ccc(S(N)(=O)=O)cc3)cc2)cc1 | -2.1
Cc1cccc(CC(=O)NCCn2c(C)cc3ccccc32)c1 | 3.0
O=C(C1CCOCC1)N1CC2(C1)[C@@H](c1ccccc1)[C@H](CO)N2C(=O)CC1CC1 | -11.5[25 µM]
COc1cccc(S(=O)(=O)N2CC[C@H]3[C@@H](CO)N(C)c4ccc(C5=CCCCC5)cc4[C@H]32)c1 | 0.3[25 µM]
CCOc1ccc(CCNC(=O)COC(=O)Cn2nc(C)c([N+](=O)[O-])c2C)cc1OCC | 19.2
CCOC(=O)c1sc(NC(=O)C(C)C)c(C#N)c1C | 5.9
CCn1cnc2cc([N+](=O)[O-])ccc21 | -2.3
O=C1CC(=O)N(CCc2ccc(F)cc2)C(=O)N1 | 9.0
COC(=O)COc1ccc(C(=O)OC)cc1 | 0.7
COc1ccc(S(=O)(=O)Nc2ccc3c(c2)C(=O)N([C@@H](C)CO)C[C@H](C)[C@@H](CN(C)C(=O)Nc2ccccc2)OCCCC[C@@H](C)O3)cc1 | 21.9
C[C@@H]1CCCCO[C@H](CN(C)Cc2ccc(C(=O)O)cc2)[C@H](C)CN([C@@H](C)CO)C(=O)c2cc(N(C)C)ccc2O1 | 0.6[25 µM]
Cc1cc(C(=O)OCC(=O)NC(C)C)c2ccccc2n1 | -0.1
O=C(COC(=O)COc1ccc(Cl)cc1Cl)NC1CCCCCC1 | 1.8
C/C(Cl)=C\CNC(C)c1ccccc1 (stereo not drawn) | 6.2
CCNC(=O)NC(C(=O)OC)C12CC3CC(CC(C3)C1)C2 (stereo not drawn) | 1.1
CN(C(=O)CSCC(=O)Nc1ccc(Cl)cc1)C1CCCCC1 | 14.6
O=C(c1cccnc1)N1C[C@@H]2[C@H](c3ccccc31)[C@H](CO)N2C(=O)C1CC1 | -1.4
COc1ccc(C2NC(=S)NC(C)=C2C(=O)N2CCOCC2)cc1 (stereo not drawn) | -2.1
C/C=C/c1ccc([C@H]2[C@@H](CNS(C)(=O)=O)N(CC3CCCC3)[C@H]2CO)cc1 | 4.5
CC(C)(C)[S@@](=O)N1Cc2cc(C(=O)NCCN3CCCC3)nc(-c3cccc(-c4cccc(C#N)c4)c3)c2[C@H]1CCO | 9.4
CCCNC(=O)Nc1ccc2c(c1)OC[C@H](C)N(C(=O)C1CCOCC1)C[C@@H](C)[C@H](OC)CN(C)C2=O | -2.7[25 µM]
O=C(COc1cccnc1[N+](=O)[O-])NCc1ccc2c(c1)OCO2 | 7.6
CC(C)(C)c1nnc(NC(=O)CCn2cnc3ccccc3c2=O)s1 | 16.0
C[C@H]1CN([C@@H](C)CO)C(=O)c2cccc(NC(=O)c3ccncc3)c2O[C@H]1CN(C)S(=O)(=O)c1ccccc1 | 9.2[25 µM]
COc1ccc(-c2cc(C(=O)NC3CCCC3)c3ccccc3n2)cc1 | -0.2
CN1C[C@H]2[C@@H](c3ccccc31)[C@H](CO)N2C(=O)C1CCOCC1 | -6.6[25 µM]
O=C(c1ccccc1)N1CC[C@@H]2[C@@H](CO)Nc3ccc(C#Cc4ccccc4F)cc3[C@@H]21 | 0.0
O=C(C[C@H]1C[C@H]2c3cc(NC(=O)Nc4ccc(C(F)(F)F)cc4)ccc3O[C@H]2[C@@H](CO)O1)NCc1cc(F)ccc1F | 1.0[25 µM]
COc1ccc(CN2C(=O)c3ccccc3C2C(=O)NCCc2ccccc2)c(OC)c1 (stereo not drawn) | 0.3
Cc1ccc(NC(=O)C(OC(=O)c2cc(C)oc2C)c2ccccc2)cc1 (stereo not drawn) | -43.9
O=C(Cn1c(NCCO)nc2ccccc21)c1ccco1 | 10.7
Cc1ccccc1NC(=O)N1CCC(C(=O)c2ccc(F)cc2)CC1 | -0.5
CCS(=O)(=O)N1CCC(C(=O)NCCCN2CCC(Cc3ccccc3)CC2)CC1 | 5.9
CCOc1cc2c(cc1C(C)(C)C)NC(=O)CS2 | 4.8
c1ccc(CSc2nnc(-c3ccco3)o2)cc1 | -45.7
O=C(CCC(=O)c1cccs1)NNC(=O)c1cccc(Cl)c1 | -18.2
COc1cccc(NC(=O)N[C@H]2CC[C@H](CC(=O)N3CCN(C)CC3)O[C@H]2CO)c1 | -2.7[25 µM]
N#C[C@@H]1[C@H](c2ccccc2C2=CCCC2)[C@@H](CO)N1S(=O)(=O)c1ccccc1 | 18.5[25 µM]
O=C(Cn1c2ccc(F)cc2c2nc3n(c(=O)c21)CCS3)NCC1CCCO1 (stereo not drawn) | 13.0
CS(=O)(=O)N1CCCCN2[C@H](C1)[C@@H](c1ccc(Br)cc1)[C@@H]2CO | 8.3[25 µM]
O=C(Cc1ccncc1)NCC[C@@H]1CC[C@H](NC(=O)C2CCCC2)[C@@H](CO)O1 | 6.0
CC(C)CC(=O)Nc1ccnc(-c2ccncc2)n1 | 11.7
CC(C)CCN(C(=O)CCCSc1nc2ccccc2[nH]1)c1c(N)n(Cc2ccccc2)c(=O)[nH]c1=O | -3.4
Cn1c(N)c(C(=O)COC(=O)COc2cccc(Br)c2)c(=O)n(C)c1=O | -0.6
O=C(C[C@H]1C[C@H]2c3cc(NC(=O)NC4CCCCC4)ccc3O[C@H]2[C@H](CO)O1)NCC1CC1 | 1.2
COc1ccc(OC)c(NC(=O)C2CC(=O)N(Cc3ccco3)C2)c1 (stereo not drawn) | 0.0
c1cncc(-c2nnc(SCc3nc4ccccc4[nH]3)o2)c1 | -7.0

Of the compounds above, four have bromine.
SMILES | CD40 NFkB inh
C/C(Cl)=C\Cn1c(O)c(N=NC(N)=S)c2cc(Br)ccc21 | -23.5
O=C(N/N=C/C1C(c2ccccc2)C1(Cl)Cl)c1cccc(Br)c1 (stereo not drawn) | -11.4
CS(=O)(=O)N1CCCCN2[C@H](C1)[C@@H](c1ccc(Br)cc1)[C@@H]2CO | 8.3[25 µM]
Cn1c(N)c(C(=O)COC(=O)COc2cccc(Br)c2)c(=O)n(C)c1=O | -0.6

The listing picks up, starting 2 compounds before the break.
SMILES | CD40 NFkB inh
COc1ccc(OC)c(NC(=O)C2CC(=O)N(Cc3ccco3)C2)c1 (stereo not drawn) | 0.0
c1cncc(-c2nnc(SCc3nc4ccccc4[nH]3)o2)c1 | -7.0
O=C(O)c1c[nH]c2ccc(S(=O)(=O)N3CCN(c4ccc(F)cc4)CC3)cc2c1=O | 1.8
COCC(=O)N1CCC(Oc2ccc(C(=O)N3CCSCC3)cc2)CC1 | 2.8
ClCC1CSC(=NC23CC4CC(CC(C4)C2)C3)O1 (stereo not drawn) | 2.4
O=c1cc(N2CCC3(CC2)OCCO3)[nH]c(=O)n1-c1ccc(Br)cc1 | -0.2
O=C(Cn1c(=O)oc2ccccc21)N1CCCC1 | 10.2
C[C@H]1CN([C@@H](C)CO)C(=O)c2cc(NC(=O)Cc3cn(C)c4ccccc34)ccc2O[C@H]1CN(C)Cc1ccc2c(c1)OCO2 | 12.9[25 µM]

Bioassay records from PubChem.
